# From PubChem
# 697 NFkB inh = lowers PMA/ionomycin-induced NF-kB signal in 697 B cells; 697 B-cell NF-kB luciferase reporter, 16 h; inhibition, % at 4 µM; 330,000 compounds, 0.33% hits; AID 435022; in the data active = inhibition above about 35%
# UPR CHOP act = apoptotic UPR (CHOP) activation; activation, % at 10 µM; 330,000 compounds, 0.34% hits; CHO-CHOP luciferase reporter, luminescence; percent of tunicamycin response over DMSO baseline;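 active = at 10 µM dose, activation of 40% or more, normalized to positive control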;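 also: 100% = tunicamycin at 10 µg/mL and 0% = DMSO alone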
#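 measured by = luciferase luminescence | assay system = CHO-CHOP cells, stable luciferase reporter of PERK-eIF2a-CHOP signalling | amount = 500 reporter cells seeded per well | timing = 6 h compound exposure at 37 °C after overnight seeding | controls = positive tunicamycin 10 µg/mL, negative DMSO alone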
# tim10-1 inh = growth inhibitors of tim10-1 mutant yeast; 330,000 compounds, 2.2% hits; S. cerevisiae tim10-1 ts strain growth, BacTiter-Glo, 24 h; inhibition, % at 20 µM; AID 463190;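 active = inhibition of at least 40%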;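 also: mutant grown at 25 °C; 0% = DMSO wells with yeast and 100% = wells holding no yeast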
# TIM10 inh = TIM10 yeast growth inhibition | S. cerevisiae TIM10 strain growth, BacTiter-Glo luminescence, 24 h | inhibition, % at 10 µM | 330,000 compounds, 1.4% hits | AID 463195;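 active = inhibition of 40% or more at the single tested concentration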;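 also: wild-type TIM10 isogenic control strain grown at permissive 25 °C; 0% = DMSO yeast wells and 100% = minimal medium wells without yeast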
# Jurkat NFkB inh = lowers PMA/ionomycin-induced NF-kB signal in Jurkat cells; PMA/ionomycin-induced NF-kB luciferase reporter, luminescence; inhibition, % at 4 µM; 330,000 compounds, 0.53% hits; AID 435003; in the data active = inhibition above about 50%
# tim23-1 inh = tim23-1 yeast growth inhibition; S. cerevisiae tim23-1 growth, BacTiter-Glo luminescence, 24 h; inhibition, % at 20 µM; 330,000 compounds, 1.3% hits;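 active = growth inhibition of the mutant yeast at or above 50%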;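 also: temperature-sensitive mutant grown at 25 °C; plate controls were DMSO-treated mutant yeast for no effect and medium wells lacking yeast for full effect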
# UPR XBP1 act = adaptive UPR (XBP1) activation | CHO-XBP1 luciferase reporter, IRE1-XBP1 UPR activation, luminescence; percent of tunicamycin response, DMSO as zero | activation, % at 20 µM | 330,000 compounds, 0.33% hits;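 active = versus positive control, 20 µM dose yields 30% or more activation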;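 also: 100% = tunicamycin at 10 µg/mL and 0% = DMSO only wells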
#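 Test system: CHO-XBP1 luciferase reporter cells | Buffer or medium: Serum-containing F12 medium, 10% FBS | Schedule: 6 h compound exposure at 37 °C, 5% CO2 | Detection: Steady-Glo luciferase glow luminescence, 10 min after reagent addition | Read-out basis: Activation, % of tunicamycin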
# Mdm2 MdmX PPI = disrupts the human Mdm2-MdmX interaction; SaOS-2 split-luciferase Mdm2/MdmX complementation, luminescence; 330,000 compounds, 3% hits; O15151+Q00987; inhibition, % at 8 µM;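 active = inhibition of at least 50% at 8 µM in the primary screen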
# Target sequence (O15151 whole entry, looked up): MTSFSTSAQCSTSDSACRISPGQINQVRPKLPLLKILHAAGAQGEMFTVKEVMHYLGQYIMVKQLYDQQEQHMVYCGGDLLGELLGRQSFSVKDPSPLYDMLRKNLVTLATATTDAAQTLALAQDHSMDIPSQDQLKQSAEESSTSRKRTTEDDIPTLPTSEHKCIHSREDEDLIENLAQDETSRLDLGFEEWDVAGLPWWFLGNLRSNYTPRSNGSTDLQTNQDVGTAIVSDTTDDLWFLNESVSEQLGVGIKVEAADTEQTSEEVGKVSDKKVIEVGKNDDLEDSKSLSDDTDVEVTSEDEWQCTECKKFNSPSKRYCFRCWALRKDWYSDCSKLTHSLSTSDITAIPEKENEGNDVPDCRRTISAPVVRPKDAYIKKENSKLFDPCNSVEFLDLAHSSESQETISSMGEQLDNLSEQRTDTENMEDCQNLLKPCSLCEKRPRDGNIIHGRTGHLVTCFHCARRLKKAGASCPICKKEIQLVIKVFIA
# Target sequence (Q00987 whole entry, looked up): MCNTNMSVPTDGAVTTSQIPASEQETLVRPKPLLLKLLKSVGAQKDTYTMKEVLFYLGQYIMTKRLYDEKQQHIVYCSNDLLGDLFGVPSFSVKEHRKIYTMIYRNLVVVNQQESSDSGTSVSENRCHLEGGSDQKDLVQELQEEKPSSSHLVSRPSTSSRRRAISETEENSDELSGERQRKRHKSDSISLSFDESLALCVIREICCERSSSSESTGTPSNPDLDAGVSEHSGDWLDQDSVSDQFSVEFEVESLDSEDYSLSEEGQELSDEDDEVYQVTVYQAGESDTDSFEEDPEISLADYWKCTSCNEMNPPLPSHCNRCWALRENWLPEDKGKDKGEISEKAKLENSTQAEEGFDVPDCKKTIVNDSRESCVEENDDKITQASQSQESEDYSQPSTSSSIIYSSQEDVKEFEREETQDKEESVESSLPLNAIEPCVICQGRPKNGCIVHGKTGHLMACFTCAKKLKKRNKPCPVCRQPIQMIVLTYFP
# Starred values were filed as active, the others as inactive.
# A first look (6 entries):
no.	molecule	697 NFkB inh	UPR CHOP act	tim10-1 inh	TIM10 inh	Jurkat NFkB inh	tim23-1 inh	UPR XBP1 act	Mdm2 MdmX PPI
1	O=C(NC(=S)Nc1ccc(Cl)cc1Cl)C1CC1	-118	4.2	33	28	-75	30	-4	-39
2	O=c1c2cc3c(nc2[nH]c(=S)n1-c1ccccc1)CCCC3	-1	0.1	6	10	-3	3	-3	16
3	COc1cc(NC(=O)CN2C(=O)NC(CC(C)C)C2=O)cc(OC)c1OC (stereo not drawn)	1	0.8	3	10	-5	11	0	33
4	Cc1noc(C)c1COC(=O)/C=C/c1ccc(Cl)cc1	18	-0.9	-6	-12	1	9	-1	-7
5	O=c1[nH]c(-[n+]2ccccc2)c(/C=N/N=C(\[O-])c2ccccc2)s1	15	-0.8	2	2	1	6	1	-5
6	CCOC(=O)N1CCN(C(=O)c2ccc3c(=O)n(Cc4ccc(OC)cc4)c(=S)[nH]c3c2)CC1	-41	-2.5	30	20	-7	10	-3	22

# The listing, from the first entry:
no.	molecule	697 NFkB inh	UPR CHOP act	tim10-1 inh	TIM10 inh	Jurkat NFkB inh	tim23-1 inh	UPR XBP1 act	Mdm2 MdmX PPI
1	O=C(NC(=S)Nc1ccc(Cl)cc1Cl)C1CC1	-118	4.2	33	28	-75	30	-4	-39
2	O=c1c2cc3c(nc2[nH]c(=S)n1-c1ccccc1)CCCC3	-1	0.1	6	10	-3	3	-3	16
3	COc1cc(NC(=O)CN2C(=O)NC(CC(C)C)C2=O)cc(OC)c1OC (stereo not drawn)	1	0.8	3	10	-5	11	0	33
4	Cc1noc(C)c1COC(=O)/C=C/c1ccc(Cl)cc1	18	-0.9	-6	-12	1	9	-1	-7
5	O=c1[nH]c(-[n+]2ccccc2)c(/C=N/N=C(\[O-])c2ccccc2)s1	15	-0.8	2	2	1	6	1	-5
6	CCOC(=O)N1CCN(C(=O)c2ccc3c(=O)n(Cc4ccc(OC)cc4)c(=S)[nH]c3c2)CC1	-41	-2.5	30	20	-7	10	-3	22
7	CN(Cc1ccc(C#CCCO)cc1)CC1CCCN(CCc2ccc(Cl)cc2)C1 (stereo not drawn)	-12	-1.1	-14	-52	4	-96	-4	29
8	COc1cc(C(=O)Oc2ccc(/C=N/NC(=O)c3ccncc3)cc2)cc(OC)c1OC	-9	-0.9	14	12	2	14	-6	19
9	COc1ccc(NC(=S)N(CCCN2CCOCC2)C(C)c2cc3ccccc3o2)cc1 (stereo not drawn)	29	1.0	-2	-11	-4	1	-1	12
10	CC(=O)CC1(OC(C)=O)C(=O)N(C)c2ccccc21 (stereo not drawn)	15	-1.1	-19	10	17	7	-3	14

# Copied from the list:
# In Jurkat NFkB inh, compound 3 is listed with -5
# In tim10-1 inh, compound 9 is listed with -2
# In TIM10 inh, compound 6 is listed with 20
# In 697 NFkB inh, compound 2 is listed with -1

# New compounds follow.
no.	molecule	697 NFkB inh	UPR CHOP act	tim10-1 inh	TIM10 inh	Jurkat NFkB inh	tim23-1 inh	UPR XBP1 act	Mdm2 MdmX PPI
11	O=C(CN1CCCCC1)N/N=C/c1ccccc1OCc1ccccc1	-4	1.8	12	15	-2	35	4	-2
12	CN(Cc1ccccc1)C(=O)CCS(=O)(=O)c1cc2c(cc1Cl)NC(=O)CO2	-2	1.4	3	-9	-3	13	-1	13
13	COc1cc(CNC2CCCC2)cc(Cl)c1OCc1ccccc1F	-36	-0.8	-22	-27	-6	-59	2	19
14	CC1=CC(C)(C)N(C(=O)CCl)c2cc(C)ccc21	20	-1.6	8	9	14	9	3	16
15	NS(=O)(=O)c1ccc(NC(=O)NC2CC(=O)N(c3ccc4c(c3)OCCO4)C2)cc1 (stereo not drawn)	4	0.3	-9	-6	24	-1	1	1
16	COc1cc(SC)ccc1C(=O)Nc1ccon1	-54	4.0	15	-16	-42	16	0	-89
17	COc1ccccc1C/C(N)=N/OC(=O)c1ccc2c(c1)OCO2	3	1.4	24	71*	-2	72*	-2	78*
18	CCN(CC(=O)Nc1cccc(S(=O)(=O)N2CCCCC2)c1)Cc1ccccc1	-16	-0.4	19	7	18	34	-1	22
19	S=c1[nH]nc(-c2ccccc2Cl)n1Cc1ccccc1	3	-0.2	20	16	3	12	-2	0
20	COC(=O)CCCC1=CC2=CC(=O)C(C)(OC(=O)c3cccs3)C(=O)C2=CN1C1CCCCC1 (stereo not drawn)	13	0.5	-7	6	-5	-5	0	-8
21	Nc1cc(S(=O)(=O)Nc2ccccc2Cl)ccc1N1CCCC1	-3	0.8	8	-1	2	29	-4	-31
22	Cc1cc(C)cc(NC(=O)Nc2cc(-c3ccccc3)nn2C)c1	8	0.4	5	12	-9	11	-2	25
23	CC(=O)[C@@]1(O)CC[C@H]2[C@@H]3CCC4=CC(=O)CC[C@]4(C)[C@H]3[C@@H](O)C[C@@]21C	-2	0.6	-6	5	21	22	-7	9
24	O=C(O)COc1ccc(C(=O)c2ccccc2)cc1	3	-0.6	9	-8	-8	1	-3	-8
25	CN(CC(=O)Nc1ccc(OC(F)F)cc1)S(=O)(=O)/C=C/c1ccccc1	20	0.8	13	15	2	26	-3	35
26	O=C(CNS(=O)(=O)c1ccc([N+](=O)[O-])cc1)N/N=C\c1ccc(O)cc1	-5	-1.6	25	12	-2	1	2	2
27	CCCCn1nnnc1SCC(=O)N(CC)CC	11	-1.3	12	-11	14	8	0	23
28	CC(C)(C)CC(=O)Nc1cc2c3c(c1)CCC(=O)N3CCC2	7	-1.6	-11	3	4	-2	-6	6
29	O=C(NC(=S)Nc1nc2c(ccc3ccccc32)s1)c1cccs1	-9	0.0	5	0	5	11	1	-18
30	O=C(Nc1ccccc1NC(=O)c1ccco1)c1ccccc1	12	-1.9	-6	12	15	-5	1	12
31	COc1cc(C2C(C(=O)c3ccco3)=C(O)C(=O)N2CCc2ccccc2)ccc1O (stereo not drawn)	11	-1.5	9	18	4	5	-3	-12
32	CC1=C(C(=O)NCc2ccccc2)C(c2cc(Br)cc(Br)c2OC(C)C)NC(=O)N1 (stereo not drawn)	3	-1.7	13	20	-6	18	2	18
33	C=CCNc1nc(Nc2ccc(OC)cc2)nc(OC)n1	7	-0.3	13	9	-3	16	0	7
34	Cc1cnc(NC(=O)Nc2ccc(Cl)cc2)s1	65*	7.9	24	24	81*	22	0	-81
35	O=C(Cc1c(F)cccc1Cl)N1CCN(S(=O)(=O)c2cccs2)CC1	17	-2.3	-14	4	15	-6	-2	21
36	O=C(CN1CCOCC1)Nc1cc(C(F)(F)F)ccc1Cl	0	0.9	17	2	10	7	-1	-15
37	O=C(O)CNc1nc(-c2ccccc2)nc2c1oc1ccccc12	17	0.6	4	-18	-5	-8	-3	-9
38	Cn1c(SCC(=O)Nc2ccc3c(c2)OCO3)nnc1-c1cnccn1	11	-0.4	-5	-4	-7	7	0	-1
39	CC(C)CC(C(=O)O)N1C(=O)C2C3c4ccccc4C(c4ccccc43)[C@@H]2C1=O (stereo partly drawn)	9	2.5	-1	10	-6	10	-3	-24
40	O=C(Nc1ccc(N2CCN(C(=O)c3ccco3)CC2)cc1)c1ccc(Br)cc1	-26	2.0	6	-5	10	-3	3	48

# Random excerpt: 3 entries already listed, in no set order.
no.	molecule	697 NFkB inh	UPR CHOP act	tim10-1 inh	TIM10 inh	Jurkat NFkB inh	tim23-1 inh	UPR XBP1 act	Mdm2 MdmX PPI
36	O=C(CN1CCOCC1)Nc1cc(C(F)(F)F)ccc1Cl	0	0.9	17	2	10	7	-1	-15
32	CC1=C(C(=O)NCc2ccccc2)C(c2cc(Br)cc(Br)c2OC(C)C)NC(=O)N1 (stereo not drawn)	3	-1.7	13	20	-6	18	2	18
40	O=C(Nc1ccc(N2CCN(C(=O)c3ccco3)CC2)cc1)c1ccc(Br)cc1	-26	2.0	6	-5	10	-3	3	48

# Next part
no.	molecule	697 NFkB inh	UPR CHOP act	tim10-1 inh	TIM10 inh	Jurkat NFkB inh	tim23-1 inh	UPR XBP1 act	Mdm2 MdmX PPI
41	Cc1ccc[n+](-c2[nH]c(=O)sc2/C=N/NC(=O)c2ccccc2[O-])c1	0	0.7	-4	13	9	6	-2	2
42	O=C(Cn1c(=O)oc2ccc(Cl)cc21)Nc1ccon1	8	3.5	24	-2	18	13	-7	9
43	O=C(C1CCCN1S(=O)(=O)c1cccc2cccnc12)N1CCc2ccccc2C1 (stereo not drawn)	-4	-0.7	-1	14	-4	10	-1	10
44	COc1cc(NC(=O)c2cc(-n3cnnc3)ccc2Cl)cc(OC)c1	-4	-1.0	-14	2	-5	13	-2	11
45	CC(C)NC(=S)N1CCN(C(c2ccccc2)c2ccccc2)CC1	-9	-0.8	36	16	3	7	0	26
46	CCC(=O)NC1CCN(C(=S)NC)CC1	15	1.1	15	9	1	1	-2	13
47	Cc1ccc(-c2nnc(-c3ccccc3S(=O)(=O)Cc3ccc(Cl)cc3)o2)cc1	-9	0.9	-2	0	-12	12	-5	29
48	C=CCn1c(-c2ccccc2OCC)n[nH]c1=S	1	1.1	26	1	-15	4	-1	19
49	Cc1ccc(N(C(=O)C2CCCO2)C2C=CS(=O)(=O)C2)cc1Cl (stereo not drawn)	-11	3.7	0	-2	1	5	0	5
50	COc1cc(C(=O)Nc2nc(-c3ccc(C)cc3)cs2)ccc1OCC(=O)N1CCOCC1	-16	4.1	17	23	6	9	-1	23
51	COc1ccc(-c2cc(C(F)(F)F)nc(NCc3ccco3)n2)cc1OC	7	0.7	16	16	-1	-2	4	9
52	Cc1c(C)n(C)c2ccc([N+](=O)[O-])cc12	8	1.8	-3	-1	-14	-13	1	5
53	CC1Cc2nc(SCC(=O)Nc3ccc4c(c3)OCO4)n(-c3ccc(F)cc3)c(=O)c2S1 (stereo not drawn)	2	0.6	10	9	2	6	-3	32
54	CCCc1nnc(NC(=O)CCS(=O)(=O)c2ccccc2)s1	-13	0.1	24	1	2	20	-3	23
55	c1coc(-c2ccnc(-n3cccc3)n2)c1	8	1.2	-4	7	2	16	-1	-16
56	CC(=O)N1c2ccc(S(=O)(=O)NCCC(=O)Nc3ccccc3C)cc2CC1C (stereo not drawn)	3	-1.3	-4	-5	-15	-13	-2	20
57	COC(=O)c1cc(Br)c(=O)n(Cc2ccc3c(c2)OCO3)c1	6	0.5	11	17	6	6	-6	5
58	O=C(Nn1c(O)c(C=C2N=c3ccccc3=N2)sc1=S)c1ccc(Cl)cc1	14	1.1	4	18	1	-7	0	-4
59	CC(C)(C)NC(=O)C(c1ccc(F)cc1)N(C(=O)CCC(=O)Nc1ccccn1)C1CCCC1 (stereo not drawn)	7	1.3	6	2	-3	19	-2	15
60	O=C(NCCCN1CCOCC1)c1ccc2c(c1)N(Cc1ccc(Cl)cc1)C(=O)c1ccccc1S2=O (stereo not drawn)	-22	-0.7	6	-1	-30	2	0	8
61	c1ccc(-c2cn(-c3ccccc3)c3[n+]2CCCS3)cc1	-20	0.6	-21	-11	8	-2	0	-10
62	Cc1ccc2nc(NC(=O)COC(=O)CSc3nc(C)cc(C)n3)sc2c1	-2	3.2	26	6	-25	22	0	-25
63	CCc1ccc(S(=O)(=O)NCc2ccc(N3CCN(C)CC3)cc2)cc1	-66	0.6	4	-14	-50	20	-1	17
